FBW7 act: human FBW7 E3 ligase activation, primary screen; Q969H0; AlphaScreen FBW7–phospho-cyclin E peptide binding, activator screen; normalized activity (activation), % at 26.1 µM; hit rate 0.13% among 650,000; AID 1259310; in the data active means normalized activity above about 1.9%;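 further: purified mutant Fbw7 with reduced substrate affinity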
TEAD-YAP inh: TEAD-YAP interaction inhibition. hit rate 1.4% among 640,000. HEK-TIYL cells, TEAD-Gal4/YAP UAS-luciferase luminescence. inhibition, % at 9.12 µM. AID 1259422; in the data active means inhibition above about 32%;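 further: 0% = median of test compound wells and 100% = reference inhibitor wells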
MITF inh: blocks human microphthalmia-associated transcription factor | hit rate 0.91% among 650,000 | inhibition, % at 2.6 µM | AID 1259374 | AlphaScreen MITF homodimerization, bead proximity signal | O75030; in the data active means inhibition above about 50%;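 further: 0% = vehicle wells with protein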
Target sequence (O75030 whole entry, looked up): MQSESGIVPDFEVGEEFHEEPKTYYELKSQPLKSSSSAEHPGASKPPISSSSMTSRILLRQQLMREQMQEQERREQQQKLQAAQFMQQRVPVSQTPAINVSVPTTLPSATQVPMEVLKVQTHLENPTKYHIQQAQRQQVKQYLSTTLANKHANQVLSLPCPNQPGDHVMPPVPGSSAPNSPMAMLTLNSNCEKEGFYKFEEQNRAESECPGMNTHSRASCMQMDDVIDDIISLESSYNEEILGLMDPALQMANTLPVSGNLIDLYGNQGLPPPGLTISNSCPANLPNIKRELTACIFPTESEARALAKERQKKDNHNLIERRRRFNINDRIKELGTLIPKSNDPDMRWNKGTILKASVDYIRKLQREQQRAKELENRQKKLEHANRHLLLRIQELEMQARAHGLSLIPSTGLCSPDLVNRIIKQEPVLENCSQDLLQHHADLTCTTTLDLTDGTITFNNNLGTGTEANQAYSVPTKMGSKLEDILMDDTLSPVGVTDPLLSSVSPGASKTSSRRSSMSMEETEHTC
GPR151 activ: activators of human GPR151. Q8TDV0. PathHunter beta-arrestin GPR151 cells, luminescence. hit rate 1% among 650,000. activation, % at 11.2 µM; in the data active means activation above about 4.9%;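 further: 0% = median of compound wells and 100% = cells with positive control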
Target sequence (Q8TDV0 whole entry, looked up): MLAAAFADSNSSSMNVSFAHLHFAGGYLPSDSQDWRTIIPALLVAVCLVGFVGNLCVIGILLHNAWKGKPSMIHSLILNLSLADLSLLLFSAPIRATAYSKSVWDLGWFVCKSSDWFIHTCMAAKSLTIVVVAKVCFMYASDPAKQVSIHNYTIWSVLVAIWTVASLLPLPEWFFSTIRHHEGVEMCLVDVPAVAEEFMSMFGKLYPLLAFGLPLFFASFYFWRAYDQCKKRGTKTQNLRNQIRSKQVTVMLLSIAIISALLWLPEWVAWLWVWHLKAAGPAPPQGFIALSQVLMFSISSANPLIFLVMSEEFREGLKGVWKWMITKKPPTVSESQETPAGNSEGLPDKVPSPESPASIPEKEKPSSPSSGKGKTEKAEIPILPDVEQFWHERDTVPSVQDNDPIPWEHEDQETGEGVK
* hit, by the source's call; nt = not tested or not shown.

Every second line gives: FBW7 act, TEAD-YAP inh, MITF inh, GPR151 activ
> CC(C)N(CCNc1nc(N2CCc3ccccc3C2)nc2c1ncn2C(C)C)C(C)C
 : -0.1, -8.7, 0.0, 0.4
> COC(=O)COc1ccc(NC(=O)C2CCCO2)cc1 (centres undefined)
 : 0.1, 13.8, 6.1, 0.0
> CCC(=O)NCCCc1nc2ccccc2n1CC
 : 0.0, 6.7, 6.4, 0.2
> O=C(COc1ccccc1Cl)NNC(=O)c1ccncc1
 : 0.2, -9.1, 6.5, 0.1
> CCN1CCN(C(c2ccc(Cl)cc2)c2nnnn2Cc2ccc3c(c2)OCO3)CC1 (centres undefined)
 : -0.2, 0.0, -9.6, 1.3
> COc1ccc(C2=NN(C(=O)CSc3nnc(CNC(=O)c4ccco4)n3-c3ccc([N+](=O)[O-])cc3)C(c3ccc(C)cc3)C2)cc1 (centres undefined)
 : -0.1, -5.0, -7.9, 0.0
> Cc1ccccc1NS(=O)(=O)c1ccc(N=Cc2c(O)[nH]c(=S)[nH]c2=O)cc1
 : -0.3, 17.9, 10.0, 1.7
> O=C(Nc1ccc([N+](=O)[O-])cc1Br)C1CC(=O)N(c2ccc(Cl)cc2)C1 (centres undefined)
 : 0.2, 5.4, 1.9, 1.4
> CC1Oc2ccccc2N(CC(=O)c2cccc(Cl)c2)C1=O (centres undefined)
 : 0.2, -5.2, 22.3, -0.5
> CC(C)CN1CCN(Cc2cnc(-c3ccc(Cl)cc3)nc2)CC1CCO (centres undefined)
 : -0.1, 1.5, 8.0, -0.1
> NS(=O)(=O)c1ccc2[nH]c(=S)[nH]c2c1
 : 0.1, -4.1, 14.8, -0.6
> CC(NC(=O)c1cc2cc([N+](=O)[O-])ccc2oc1=O)C1CCCO1 (centres undefined)
 : 0.0, -4.2, 13.9, 1.3
> Cc1nc2ccccc2n1CC(=O)c1ccccc1
 : 0.0, -9.5, 13.3, 2.7
> CC(=O)N(Cc1cc2cccc(C)c2[nH]c1=O)CC1CCCO1 (centres undefined)
 : 0.2, 3.0, 6.0, -0.8
> CCOC(=O)c1c(NC(=O)COc2ccccc2C)sc(C(=O)Nc2ccc(C)cc2C)c1C
 : -0.1, 2.9, -11.3, -0.6
> CCOC(=O)C1=C(C)NC(=S)NC1c1ccc(OC)c2ccccc12 (centres undefined)
 : 0.1, -17.6, 7.5, -1.1
> Cc1c(NC(=S)NC(C)(C)C)c(=O)n(-c2ccccc2)n1C
 : 0.0, -4.1, 8.2, -0.2
> O=C(COC(=O)c1cccc([N+](=O)[O-])c1)NC1CCCCCCC1
 : 0.0, -3.4, -0.3, 1.9
> Clc1ccccc1CN1CCN(C2CCN(Cc3ccccc3)CC2)CC1
 : 0.2, 3.2, 36.0, 0.2
> O=C(Nc1nc(-c2ccc(Cl)cc2)cs1)c1ccc(Br)cc1
 : 0.0, -1.0, 1.7, -0.4
> COc1cc2[nH]c(=S)nc(NCC(OC)OC)c2cc1OC
 : 0.5, 1.6, 24.8, 5.5*
> O=C(Nc1ccc(-n2cccn2)cc1)C1CCN(Cc2cccc3nonc23)CC1
 : -0.1, -5.9, -3.6, 0.3
> C/C(=C\C(=O)c1ccccc1)Nc1ccc(Cl)c([N+](=O)[O-])c1
 : -0.1, -0.4, -13.5, 0.6
> CCc1ccc(NC(=O)c2nnn(-c3ccc(OC)cc3)c2C)cc1
 : -0.3, -12.5, 6.0, -0.4
> Nc1n[nH]c(-c2ccc(Cl)cc2)c1Cl
 : -0.1, 12.8, 11.2, 0.6
> CC(C)CCN1CCC(N2CCN(c3ccccc3)C(=O)C2)CCC1=O (centres undefined)
 : 0.3, -12.5, 44.5, -1.3
> COc1ccc(OC(C)C(=O)NCc2nc(-c3ccc(C)cc3)no2)cc1 (centres undefined)
 : 0.0, 9.0, -9.1, -1.5
> Cc1cccc(NC(=O)C2C3C=CC4(O3)C2C(=O)N(C2CCCC(C)C2C)C4C(=O)NC2CCCCC2C)c1 (centres undefined)
 : 0.0, 2.7, -3.3, 0.0
> OCC1CCCN1c1nc2ncnc(Nc3ccc4c(c3)OCO4)c2[nH]1 (centres undefined)
 : -0.2, -41.3, 22.3, -2.7
> COC(=O)c1cccc(NC(=O)c2c(OC)cccc2OC)c1
 : 0.1, 3.3, 0.4, 0.4
> O=C(NCc1cccnc1)C1CCC(Cn2c(=S)[nH]c3ccsc3c2=O)CC1 (centres undefined)
 : 0.8, 0.2, 18.3, 2.2
> CCOc1ccccc1C(=O)NC1CCS(=O)(=O)C1 (centres undefined)
 : 0.1, -8.8, -12.7, 0.1
> CSc1nnc(C)c(=O)n1COC(=O)C(c1ccccc1)c1ccccc1
 : 0.0, 2.6, -4.6, -3.0
> COC(=O)c1ccc2[nH]c(=S)[nH]c2c1
 : 0.0, -5.7, -11.3, 0.9
> O=C1CCCC2=C1C(c1cccc(O)c1)n1nc(-c3ccccc3Cl)nc1N2 (centres undefined)
 : -0.1, -9.7, 11.7, -0.3
> Cc1cc(NC(=O)CCC(=O)N(CC(=O)NC2CCCC2)c2ccc(C(C)C)cc2)no1
 : 0.1, -1.1, 7.0, 0.0
> O=C1CCCC2=C1C(c1ccc(F)c(Oc3ccccc3)c1)Nc1ccc(C(=O)c3ccccc3)cc1N2 (centres undefined)
 : -0.1, 8.3, 2.3, 1.6
> N/C(=N\OC(=O)c1ccc2ccccc2c1)c1ccccc1
 : -0.1, 18.8, -0.5, 0.1
> O=C(CCN1C(=O)c2ccc([N+](=O)[O-])cc2C1=O)Nc1ccc(C(=O)O)cc1
 : 0.2, 1.5, 13.3, 0.4
> CCN1C(=O)c2cccc3c(S(=O)(=O)Nc4nc(C)cs4)ccc1c23
 : 0.5, -9.8, 16.0, -1.1
> O=C(Nc1ccc2c(c1)OCCO2)c1ccc(N2CC3CC(C2)c2cccc(=O)n2C3)c([N+](=O)[O-])c1 (centres undefined)
 : -0.1, 4.3, -4.3, 0.9
> Cc1cccc(CSc2nc3nc[nH]c3c(=O)[nH]2)c1
 : 0.9, 6.4, 1.7, -2.5
> COC(=O)c1cc(NC(=O)c2cc3cc(OC)ccc3oc2=O)cc(C(=O)OC)c1
 : 0.3, -7.3, -3.3, -0.6
> CCOCCCNCc1ccccc1OCc1ccc(Cl)cc1
 : -0.2, -5.0, -9.9, -0.3
> CCOC(=O)C1=C(C)N=c2s/c(=C/c3cc(OC)c(OCc4ccccc4)cc3[N+](=O)[O-])c(=O)n2C1c1ccc(Cl)cc1 (centres undefined)
 : 0.2, 13.5, 15.4, -0.2
> Cc1nnc(SCC#N)n1Cc1ccccc1
 : -0.2, -0.9, -0.8, 0.1
> O=C(CSCC(=O)Nc1cccc(C(F)(F)F)c1)Nc1cccc(C(F)(F)F)c1
 : -0.2, 3.6, -1.6, 1.0
> COC(=O)c1ccc2c(COC(C)=O)c(OC(C)=O)ccc2c1COC(C)=O
 : 0.2, -10.3, 18.7, -0.7
> CCc1cc2cc3c(cc2nc1SCC(=O)NNC(=O)c1ccc(OC)cc1)OCO3
 : 0.0, 1.1, 4.5, 0.8
> COc1ccc(CN2CCCN(C)CC2)cc1OCCCNC(=O)c1ccoc1
 : 0.0, 9.6, -3.3, -0.6
> CSc1cccc(CN2CCN(Cc3ccccc3)C(CCO)C2)c1 (centres undefined)
 : 0.0, 2.0, -4.5, -0.1
> COc1cc(C(=O)O)ccc1OCCC(C)C
 : 0.0, -15.0, -5.3, -10.0
> COCCn1nnnc1C(c1ccccc1Cl)N1CCN(c2ccccc2OC)CC1 (centres undefined)
 : 0.0, -6.0, 2.0, 0.3
> CCCOc1ccc(C(=O)Nc2ccc(N3CCCCC3)cc2)cc1
 : 0.0, 5.2, -10.7, -0.9
> NC(=NCCc1ccc(Cl)cc1)NS(=O)(=O)c1cccs1
 : 0.0, 0.3, -2.2, -1.1
> COCC(=O)N(Cc1ccc(F)cc1)Cc1cc2cccc(C)c2n2nnnc12
 : -0.1, -1.5, -6.4, 0.8
> C=CCn1cnc2c(cnn2-c2ccccc2)c1=O
 : 1.0, -17.6, 14.4, -1.3
> CC(C)NC(=O)NC(=O)CSc1nnc(Nc2ccccc2F)s1
 : 0.2, -1.8, 3.7, -8.9
> COc1ccc(-c2csc3ncc(C(=O)NC(CO)CC(C)C)c(=O)n23)cc1 (centres undefined)
 : 0.5, 4.2, 8.1, -0.7
> O=C(Nc1cccc(Cl)c1Cl)c1cnn2c(C(F)(F)F)cc(-c3ccco3)nc12
 : 0.0, -5.9, 7.4, -1.3

(next part)
Every second line gives: FBW7 act, TEAD-YAP inh, MITF inh, GPR151 activ
> CCN(CC)S(=O)(=O)c1ccc(N/N=C(\C)c2ccc(OC)cc2O)nc1
 : -0.5, 6.8, 14.3, -0.2
> O=C(CSCC(=O)OCC(=O)c1ccc2c(c1)OCO2)Nc1ccccc1F
 : 0.2, 1.9, 7.3, -1.8
> c1nc(NCCCNC2CCCCC2)c2c3c(sc2n1)CCC3
 : 0.0, 1.1, -1.6, -1.0
> CC1CCc2cc(F)ccc2N1C(=O)CSc1nnc(-c2ccncc2)n1C (centres undefined)
 : 0.2, 8.4, 19.2, -1.2
> C=CCOc1ccc(/C=C(\C#N)C(=O)NCc2ccco2)cc1Br
 : -0.1, 8.8, -6.2, -0.3
> O=C(C1=CCN(S(=O)(=O)c2ccccc2)CC1)N1CCCC1
 : 0.0, -6.9, -17.1, 0.9
> Cc1ccc([N+](=O)[O-])c(OCCOCCN2CCOCC2)c1
 : -0.1, -7.2, -4.7, 0.7
> Cc1cc(C)nc(CCNC(=O)CC2C(=O)NCCN2CCC(C)C)n1 (centres undefined)
 : 0.1, 1.3, 3.4, -0.4
> O=C1N/C(=N/N=C/c2ccco2)SC1Cc1ccc(Cl)c(Cl)c1 (centres undefined)
 : 0.2, 4.0, 14.1, 0.3
> O=C(Nc1cc(C(F)(F)F)ccc1Cl)c1nn2c(c1Cl)NC(c1ccccc1)CC2C(F)(F)F (centres undefined)
 : 0.1, 9.3, 12.1, 1.5
> O=C(NCC1Cc2cc(-c3cnccn3)ccc2O1)C1(c2ccc(Cl)cc2)CC1 (centres undefined)
 : -0.1, 9.1, -4.3, -0.7
> CC(C)OCCCNC(=O)CCc1nnc(Cc2c[nH]c3ccccc23)o1
 : 0.2, 14.5, 12.7, 2.1
> Cc1cc2cc(CNC(=O)c3ccc(OC(C)C)cc3)ccc2[nH]1
 : 0.6, -10.9, 6.9, -1.5
> CCOC(=O)C1=C(C)N=C2SCC(=O)N2C1c1cc(OC)c(OC)cc1Br (centres undefined)
 : 0.0, 1.3, 7.7, 0.2
> CCOC(=O)c1ccc(NS(=O)(=O)c2ccc(-c3ccccc3)cc2)cc1
 : 0.3, -9.1, 11.2, -1.9
> COc1cccc(Cn2cccc(NC(=O)Nc3ccccc3C(F)(F)F)c2=O)c1
 : -0.1, 8.6, 3.9, 0.9
> COC(=O)Cc1ccc(OS(=O)(=O)c2sc(C(=O)OC)c(C)c2C(=O)OC)cc1
 : 0.2, 7.5, 5.8, 0.2
> COC(=O)C1CCN(Cc2nc(N)c3cc(C)ccc3n2)CC1
 : 0.1, -2.2, 4.8, -0.2
> CC(C)OC(=O)c1cccc(C(=O)Nc2cccc(NC(=O)c3cccc(C(=O)OC(C)C)n3)n2)n1
 : 0.0, 5.8, 10.8, 0.4
> CCC(=O)Nc1ccc(-c2csc(CC(=O)Nc3ccc(C)cc3)n2)cc1
 : 0.2, 11.4, -0.5, 0.2

Five records drawn at random from those above, as already listed:
Every second line gives: FBW7 act, TEAD-YAP inh, MITF inh, GPR151 activ
> O=C(CSCC(=O)OCC(=O)c1ccc2c(c1)OCO2)Nc1ccccc1F
 : 0.2, 1.9, 7.3, -1.8
> Cc1cc2cc(CNC(=O)c3ccc(OC(C)C)cc3)ccc2[nH]1
 : 0.6, -10.9, 6.9, -1.5
> CCOC(=O)c1ccc(NS(=O)(=O)c2ccc(-c3ccccc3)cc2)cc1
 : 0.3, -9.1, 11.2, -1.9
> COC(=O)C1CCN(Cc2nc(N)c3cc(C)ccc3n2)CC1
 : 0.1, -2.2, 4.8, -0.2
> c1nc(NCCCNC2CCCCC2)c2c3c(sc2n1)CCC3
 : 0.0, 1.1, -1.6, -1.0

(next part)
Every second line gives: FBW7 act, TEAD-YAP inh, MITF inh, GPR151 activ
> Cc1ccc2c(c1)N(C(=O)CCC(=O)NC1CCC(C)CC1)CC(C)O2 (centres undefined)
 : -0.2, -21.9, 2.2, 0.6
> CCOC(=O)c1ccnc(C(=O)OCC)c1
 : nt, nt, 8.3, 1.8
> CCC(C)NS(=O)(=O)c1cccc2nsnc12 (centres undefined)
 : 0.1, -8.5, 11.6, -0.2
> O=C1CC(c2cccc3ccccc23)Sc2nc(-c3ccc(F)cc3)nn21 (centres undefined)
 : 0.1, 3.0, 6.3, 0.9
> CCN1CCN(C(c2cccs2)C(C)NS(=O)(=O)c2ccc(Cl)cc2)CC1 (centres undefined)
 : 0.8, 6.5, 3.7, 0.5
> Cc1nc(NC(C)c2ccccc2)cc(-c2cncc(Br)c2)n1 (centres undefined)
 : -0.2, -5.7, -7.1, 1.6
> CCc1cccc(NC(=O)CS(=O)Cc2nc(-c3ccc(C)cc3)oc2C)c1 (centres undefined)
 : -0.1, 9.7, -1.8, -0.4
> Cc1nc2cc(NC(=O)CN3C(=O)c4ccccc4C3=O)ccc2n1-c1ccccc1
 : 0.7, 0.6, 4.6, -1.9
> Cc1cc(C(=O)COC(=O)c2ccc(-c3ccc(O)cc3)cc2)c(C)n1C
 : 0.1, 0.4, 4.4, -0.3
> O=C(CSc1nnc(-c2ccccn2)n1Cc1ccccc1)N1CCCC1
 : 0.7, -0.8, -3.3, 0.5
> COc1ccc(CCNc2nc(-c3ccc(OC)cc3)nc3c2ncn3-c2ccsc2)cc1
 : 0.1, 2.3, 17.8, -0.6

Bioassay records from PubChem.

An unsorted share of the library, and some 3.5% of all compounds hit somewhere here.
